Screening results from PubChem.
D2 antagonist: antagonists of human D2 dopamine receptor; P14416; HEK293 TREx D2 cells, calcium flux, dopamine EC80; inhibition, % at 10 µM; 2% of 340,000 active; AID 485344; in the data active = inhibition above about 30%; note: 0% is about no effect
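HEK293 T-REx D2 cells, tet-induced, calcium dye no-wash. Cpd pintool add, 180 s kinetic, then EC80 DA, 180 s kinetic. Ca flux read.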
Vif-A3G inh: inhibitors of Vif-APOBEC3G interaction; HeLa A3G-eYFP + Vif (tagged APOBEC3G with the HIV-1 protein that degrades it), YFP fluorescence, overnight; Potency, µM (doses to about 46.1 µM), for the others: top-dose activity, negative = active, hits mostly inhibitors; 0.076% of 410,000 active; AID 602310;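 note: potency is the fitted concentration of half-maximal effect; % is set by controls: 0 for no effect and ±100 for the full control effect; nearly all actives have a fitted effect of over 60% in size; hits raise eYFP signal because A3G escapes Vif-driven loss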
Target sequence (Q9HC16 whole entry, looked up): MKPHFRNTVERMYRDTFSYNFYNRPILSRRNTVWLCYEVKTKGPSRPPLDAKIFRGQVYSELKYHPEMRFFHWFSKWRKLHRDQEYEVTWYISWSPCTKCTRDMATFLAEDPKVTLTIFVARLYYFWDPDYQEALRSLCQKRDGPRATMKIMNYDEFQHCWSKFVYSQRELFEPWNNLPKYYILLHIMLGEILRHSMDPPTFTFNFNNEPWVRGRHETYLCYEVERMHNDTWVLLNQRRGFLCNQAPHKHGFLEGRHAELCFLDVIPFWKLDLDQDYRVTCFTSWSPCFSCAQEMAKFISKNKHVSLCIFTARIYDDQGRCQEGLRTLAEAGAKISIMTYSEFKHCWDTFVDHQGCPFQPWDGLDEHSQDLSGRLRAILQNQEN
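Read-out is eYFP fluorescence (Ex 488/Em 500-530) from Vif-expressing HeLa A3G-eYFP cells; more signal means A3G escaped Vif-mediated degradation. Cells plated overnight, compound pinned in, incubated overnight at 37 deg C.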
ALOX12 inh: inhibitors of human 12S-lipoxygenase ALOX12 | P18054 | purified 12hLO, xylenol orange hydroperoxide absorbance | Potency, µM (doses to about 108 µM), inactives show top-dose activity change, negative = inhibition, usual class: inhibitors | 1.1% of 580,000 active | AID 1671190; note: potency is the fitted concentration of half-maximal effect; % is set by controls: 0 for no effect and ±100 for the full control effect
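Purified human 12hLO at 150 nM in 25 mM Hepes, 0.01% Triton X-100, pH 7.0, preincubated 15 min at room temperature with compound. Reaction started with 40 uM arachidonic acid, 30 min at room temperature. Hydroperoxide measured by Fe-xylenol orange, 573/405 nm absorbance ratio.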
RGS4 inh: blocks human RGS4-accelerated GTP hydrolysis. Transcreener GDP fluorescence polarization, RGS4-accelerated GTP hydrolysis. P49798. 0.039% of 390,000 active. Potency, µM (top dose mostly 114 µM), without a hit: top-dose activity change, negative = inhibition, most hits filed as inhibitors; note: potency is the fitted concentration of half-maximal effect; % is set by controls: 0 for no effect and ±100 for the full control effect; nearly all actives have a fitted effect of over 75% in size; some results filed as inactive show a strong effect at the top dose
Target sequence (P49798 whole entry, looked up): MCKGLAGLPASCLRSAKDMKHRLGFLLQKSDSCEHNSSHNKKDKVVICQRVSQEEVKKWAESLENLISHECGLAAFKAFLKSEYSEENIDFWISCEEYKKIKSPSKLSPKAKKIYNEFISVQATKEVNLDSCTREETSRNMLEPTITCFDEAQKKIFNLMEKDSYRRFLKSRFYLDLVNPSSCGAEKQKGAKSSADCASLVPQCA
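MLSMR compounds (23 nl, pin-transferred) preincubated 10 min at room temperature with a 500nM (2x) first reagent, then RGS4 at 900nM (2x) plus Transcreener GDP mix added; fluorescence polarization (620/688 nm) read before and after 90 min at 30 °C.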
D2 ag: D2 dopamine receptor (human) agonism; P14416; HEK293 T-REx D2 cells, calcium flux agonist mode; activation, % at 2 µM; 0.53% of 340,000 active;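 active = activation over 3 SD above normal in the single-dose calcium agonist read, cut at about 30% in these data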; note: 0% is about no effect
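Tetracycline-induced HEK293 Trex cells with D2 receptor force-coupled to calcium signaling, plated overnight at 30 C and loaded with no-wash calcium dye. Calcium flux read kinetically for 180 s after compound addition; responses flag agonists.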
ERG-DNA inh: ERG Ets/DNA interaction inhibition; 0.028% of 370,000 active; Potency, µM (top dose mostly 76.9 µM), inactives show at the highest dose FP activity, negative = inhibition, usual class: inhibitors; P11308; AID 624246; fluorescence polarization, His-ERG Ets domain / labelled DNA; active = well fitted inhibition curve with a large enough effect in the polarisation, with a control signal flat; inconclusive = small, poorly fitted or top-dose-only effect, or effect the other way, or a change in a side signal; inactive = no such curve, though single readings can be large or run the other way; the % refers to the polarisation;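 note: polarization taken with two DNA probes labelled with fluorescein and Texas red; potency is the fitted concentration of half-maximal effect; % of control where 0% means no effect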
Target sequence (P11308 whole entry, looked up, the tested form may be a part): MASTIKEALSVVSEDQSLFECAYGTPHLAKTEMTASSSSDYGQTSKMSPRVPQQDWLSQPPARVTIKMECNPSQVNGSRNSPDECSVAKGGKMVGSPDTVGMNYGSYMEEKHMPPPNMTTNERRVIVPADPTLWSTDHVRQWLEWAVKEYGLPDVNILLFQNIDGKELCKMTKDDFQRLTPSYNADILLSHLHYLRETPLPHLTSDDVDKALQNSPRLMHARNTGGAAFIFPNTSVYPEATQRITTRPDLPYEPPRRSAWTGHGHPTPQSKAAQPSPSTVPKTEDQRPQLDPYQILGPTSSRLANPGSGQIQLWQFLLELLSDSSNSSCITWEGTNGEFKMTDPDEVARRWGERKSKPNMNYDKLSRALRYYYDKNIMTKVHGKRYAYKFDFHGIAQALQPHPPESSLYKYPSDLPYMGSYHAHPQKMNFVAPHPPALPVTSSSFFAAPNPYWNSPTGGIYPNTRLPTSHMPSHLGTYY
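His-tagged ERG Ets domain (1 uM in the protein solution; 300mM KCl, 50mM Tris-HCl, 1mM EDTA, 1mM DTT, pH 7.5) received compound, then a probe mix of 5 nM fluorescein-DNA and 100nM Texas-615-DNA. Fluorescence polarization was read for both dyes.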
GRP78 ERSR act: inducers of ER stress response in human glioma cells | U87-MG GRP78 promoter luciferase reporter, 16 h | Potency, µM, for inactives: at the highest dose activation, most hits filed as activators | 0.02% of 420,000 active; note: potency is the fitted concentration of half-maximal effect; series mostly up to about 76 µM; % of control where 0% means no effect; nearly all actives have a fitted effect of over 35% in size
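Stably transfected U87-MG glioma cells carrying a GRP78-based luciferase sensor; 16 h compound incubation. Luminescence end-point read 10 min after Bright-Glo addition at room temperature.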
Vif-APOBEC3F blk: inhibitors of Vif-A3F interaction; HeLa A3F-eYFP + Vif (tagged APOBEC3F with the HIV-1 protein that degrades it), YFP fluorescence increase; 0.2% of 390,000 active; Potency, µM (series often up to 46.1 µM), inactives show at the highest dose activity, negative = active; AID 602313; note: potency is the fitted concentration of half-maximal effect; % of control where 0% means no effect; nearly all actives have a fitted effect of over 65% in size
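HeLa cells stably expressing Vif plus C-terminally eYFP-tagged A3F were seeded, incubated overnight at 37 deg C, dosed with compound, incubated overnight again at 37 deg C. Yellow fluorescence (Ex 488/Em 500-530) reported blocked Vif-mediated A3F-eYFP degradation.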
LDHA inh: inhibitors of human lactate dehydrogenase A; 0.15% of 480,000 active; AID 1347041; activity change, % (values are at about 110 or 230 µM); P00338; purified LDHA, NADH/diaphorase-resazurin fluorescence; hits give low values; in the data active = activity change below about -30%; inconclusive = mostly about -25% to -30%;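 note: plate controls were DMSO wells for no effect and wells without enzyme for full effect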
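Human LDH5 (2 nM) was incubated with 0.06 mM NADH and 0.2 mM pyruvate for 5 min at room temperature in Tris pH 7.4. Remaining NADH was coupled through diaphorase/resazurin, and resorufin fluorescence was read at 0 and 20 min.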
An asterisk follows results filed as active; ? = inconclusive; / = not tested or not shown; [ ] = dose if it differs, or a comment. Unless noted, calls come from the whole dose curve; as a rule, active = well fitted curve in the direction sought with a large enough effect; inconclusive = small, poorly fitted or top-dose-only effect, or another doubt; inactive = no such curve, though single readings can be large; an effect the other way counts as inactive or inconclusive. Not all compounds are listed; the hit share may differ from the screen's.

| nr | canonical_smiles | ALOX12 inh | LDHA inh | Vif-APOBEC3F blk | D2 ag | Vif-A3G inh | ERG-DNA inh | D2 antagonist | GRP78 ERSR act | RGS4 inh |
| --- | --- | --- | --- | --- | --- | --- | --- | --- | --- | --- |
| 1 | CN(C)S(=O)(=O)c1cccc(NC(=S)NCc2ccco2)c1 | -6% | -6 | -17% | / | 11% | -6% | / | 0% | -23% |
| 2 | O=C1CSc2ccc(S(=O)(=O)NCc3ccc(F)cc3)cc2N1 | 0% | 2 | 7% | 0.8 | 1% | 5% | 4 | -9% | -15% |
| 3 | CC(CN1CCOCC1)(NS(=O)(=O)c1ccccc1)c1ccccc1 (stereo not given) | 15% | -5 | -7% | -0.2 | 2% | ? | 17 | -1% | 3% |
| 4 | Cc1cccc(CCNC(=O)c2ccc3c(c2)N(Cc2ccccc2F)C(=O)c2ccccc2S3)c1 | -22% | -8 | 0% | 0.6 | 2% | -14% | / | -3% | 10% |
| 5 | Cc1onc(-c2ccccc2Cl)c1C(=O)N1CCOC12CCN(c1cccc(F)n1)CC2 | 2% | -2 | 2% | 0.5 | -4% | 4% | 0 | -1% | -10% |
| 6 | COc1ccc(S(=O)(=O)n2nc(-c3ccc(Cl)cc3)cc2N)cc1 | -30% | -4 | -4% | -0.5 | -9% | 13% | -4 | 0% | -7%[56.9 µM] |
| 7 | CCO[C@H]1OC(C(=O)NCc2nc3ccccc3[nH]2)=C[C@@H](C2CCCCC2)[C@@H]1CCCO | 0% | -2 | 0% | -0.3 | -3% | -3% | -12 | -4% | -6% |
| 8 | Cc1ccccc1OCC(=O)Nc1ccc(-c2nc3cc(Cl)cc(Cl)c3o2)cc1 | -19% | -3 | -7% | 0.5 | 1% | 6% | / | -3% | 10% |
| 9 | Cc1nn(C(C)C(=O)NCCc2ccccc2)c(=O)c2c1sc1ccccc12 (stereo not given) | -21% | -6 | 2% | -1.4 | -3% | -2% | / | -4% | -19% |
| 10 | COc1ccccc1C(=O)N(Cc1nc(-c2ccc(Cl)cc2)no1)C(C)C | -26% | -1 | 1% | 51* | -5% | -7% | -5 | -4% | 13% |
| 11 | CCS(=O)(=O)N1Cc2ccccc2CC1C(=O)Nc1ccc(F)cc1 (stereo not given) | -4% | -4 | -10% | -1.6 | -2% | 15% | -1 | 3% | -39% |
| 12 | O=C1CCCN1C(=O)CSc1ncnc2sccc12 | -11% | -6 | 2% | 0.6 | 0% | -5% | -3 | 0% | 9% |
| 13 | CCc1ccc(C(=O)Nc2cc(C)on2)o1 | -18% | 1 | 4% | -3.1 | 0% | 3% | 2 | -2% | 2% |
| 14 | CCOC(=O)c1cc2c(=O)n3ccccc3nc2n(C(C)C)c1=NC(=O)c1cc2ccccc2o1 | ? | -1 | 3% | -0.8 | 0% | 0% | / | -1% | -13% |
| 15 | CC(=O)NC1=C(Nc2ccc(N(C)C)cc2)C(=O)c2ccccc2C1=O | -13% | 8 | 1% | 1.5 | -24% | -5% | -11 | -8% | ? |
| 16 | Cc1nc(NC(=S)Nc2ccccc2)sc1C | ? | -13 | 4% | 0.3 | 4% | -12% | 8 | 5% | -4% |
| 17 | Cc1[nH]nc2c1C(C1CC=CCC1)C(C#N)=C(N)O2 (stereo not given) | ? | 0 | -12% | 0.4 | -17% | -7% | -9 | -15% | 8% |
| 18 | Cc1nn(Cc2ccc([N+](=O)[O-])cc2)c(=O)n1N(C)c1ncc(C(F)(F)F)cc1Cl | 0% | -4 | -3% | 1.0 | -6% | -5% | -14 | -3% | -43% |
| 19 | COc1ccc(Cl)cc1NC(=O)COC(=O)Cc1cccs1 | 11% | -8 | -2% | / | 2% | -4% | / | -2% | 3% |
| 20 | COc1cccc(CCNC(=O)CCc2nnc(Cc3cc(OC)ccc3OC)o2)c1 | 14% | -7 | -1% | 0.5 | -5% | -3% | 2 | 7% | 11% |

One compound at a time, as listed above:
COc1ccc(Cl)cc1NC(=O)COC(=O)Cc1cccs1 as listed: ALOX12 inh: 11%; LDHA inh: -8; Vif-APOBEC3F blk: -2%; D2 ag: /; Vif-A3G inh: 2%; ERG-DNA inh: -4%; D2 antagonist: /; GRP78 ERSR act: -2%; RGS4 inh: 3%
Cc1nc(NC(=S)Nc2ccccc2)sc1C as listed: ALOX12 inh: ?; LDHA inh: -13; Vif-APOBEC3F blk: 4%; D2 ag: 0.3; Vif-A3G inh: 4%; ERG-DNA inh: -12%; D2 antagonist: 8; GRP78 ERSR act: 5%; RGS4 inh: -4%
O=C1CCCN1C(=O)CSc1ncnc2sccc12 as listed: ALOX12 inh: -11%; LDHA inh: -6; Vif-APOBEC3F blk: 2%; D2 ag: 0.6; Vif-A3G inh: 0%; ERG-DNA inh: -5%; D2 antagonist: -3; GRP78 ERSR act: 0%; RGS4 inh: 9%

Next structures follow:
| nr | canonical_smiles | ALOX12 inh | LDHA inh | Vif-APOBEC3F blk | D2 ag | Vif-A3G inh | ERG-DNA inh | D2 antagonist | GRP78 ERSR act | RGS4 inh |
| --- | --- | --- | --- | --- | --- | --- | --- | --- | --- | --- |
| 21 | Cc1c(CCC(=O)O)c(=O)oc2cc(O)ccc12 | 1% | 0 | 6% | / | 1% | -9% | / | -3% | -4% |
| 22 | CN(C)CCNC(=O)c1cccc(NS(=O)(=O)c2ccc(Cl)c(Cl)c2)c1 | -5% | -3 | 1% | 2.6 | 2% | 22% | 35* | -1% | -1% |
| 23 | Cc1cccc(CN2C(=O)c3ccccc3Sc3ccc(C(=O)O)cc32)c1 | 0% | -9 | -8% | -0.1 | 0% | 13% | -8 | -4% | 4% |
| 24 | CC(C)(C)c1ccc(C(=O)N2CCC(C(=O)NCc3ccco3)CC2)cc1 | 127% | -8 | / | 1.4 | 0% | 0% | 3 | ? | -8% |
| 25 | Cn1nc(-c2ccc(OCC(=O)Nc3cccnc3)cc2)c2ccccc2c1=O | 0% | 1 | 3% | 0.0 | -7% | -3% | -13 | -5% | -19%[56.9 µM] |
| 26 | CCC1CCCCN1CCCNC(=O)CSc1nc2nc(C)c(Cc3ccccc3Cl)c(C)n2n1 (stereo not given) | -13% | -2 | 5% | 0.1 | -4% | -17% | -6 | -3% | 29% |
| 27 | O=C(CCC(=O)Nc1ccc(Cl)cc1Cl)NNC(=O)Nc1ccccc1 | -7% | -15 | 2% | 1.3 | -2% | 2% | 3 | -3% | 4% |
| 28 | CN1C2CCC1CC(NS(=O)(=O)c1ccc(C#N)cc1)C2 (stereo not given) | 5% | 0 | 0% | 0.8 | -6% | 23% | 8 | -6% | -10% |
| 29 | N#Cc1ccc(CN(c2ccncc2)S(=O)(=O)c2ccccc2)cc1 | -1% | -6 | ? | -2.7 | -5% | 9% | -17 | -3% | -2% |
| 30 | CCOc1ccccc1NC(=O)CSc1ccc(-c2ccco2)nn1 | ? | 0 | -2% | / | -3% | 4% | / | 1% | ? |
| 31 | O=C(Nc1ccc(-c2ccc3nncn3n2)cc1)C1CCCCC1 | 16% | 2 | -11% | -1.4 | -3% | 8% | -12 | 6% | 4% |
| 32 | Cc1ccc(-c2c(CN3CCN(c4cc(C)ccc4C)CC3)csc2C)cc1 | 5% | -5 | / | 0.6 | / | 9% | / | / | 9% |
| 33 | CSCC[C@H](NC(=O)N1CCn2c1nc1ccccc12)C(=O)NC1CCCCC1 | 11% | 0 | 1% | 0.0 | -4% | -2% | -13 | -6% | -25% |
| 34 | O=S(=O)(Nc1ccc2c(c1)OCCO2)c1cccc2cccnc12 | -11% | -1 | 0% | -0.2 | 1% | 12% | -3 | -3% | -14% |
| 35 | CSc1nc(C)c2c(n1)N(c1ccc(F)cc1)CC2 | -1% | 0 | -8% | -0.2 | 0% | -1% | -8 | -1% | -1% |
| 36 | O=[N+]([O-])c1ccc(/C=N\N2CCN(c3ccc(Cl)cc3)CC2)cc1 | 0% | 0 | -5% | 1.7 | -2% | 0% | 0 | -2% | 21% |
| 37 | CC1CN(C(=O)COC(=O)c2nn(-c3ccccc3)c(=O)c3ccccc23)CC(C)O1 (stereo not given) | -8% | -13 | 1% | -3.3 | 2% | 17% | -9 | -1% | 31% |
| 38 | C=CCc1ccc(OC)c(OC)c1 | -11% | -10 | -1% | 0.3 | 1% | -4% | 1 | -4% | 4% |
| 39 | COc1ccc(NC(=O)c2c(C)oc3ccc(O)c(CN4CCCC(C)C4)c23)cc1 (stereo not given) | ? | 7 | 2% | -1.1 | 3% | 0% | / | -2% | 2% |
| 40 | Cc1ccc(-c2ccc(/C=N/n3cnnc3)o2)cc1Cl | 0% | -3 | 0% | -0.4 | -4% | -8% | 3 | -5% | -12% |
| 41 | COC(=O)c1cc(NC(=O)C(C)c2ccc(CC(C)C)cc2)ccc1O (stereo not given) | 0% | 5 | 4% | 0.7 | 1% | 9% | 6 | -6% | -14% |
| 42 | O=C(COC(=O)CCCN=C1NS(=O)(=O)c2ccccc21)NNC(=O)c1ccccc1 | 2% | -1 | -2% | / | 0% | 10% | / | -6% | -23% |
| 43 | O=C(N/N=C/c1ccccn1)c1cc([N+](=O)[O-])cc([N+](=O)[O-])c1 | 1% | 0 | -17% | 2.5 | 0% | 12% | -1 | -9% | 7% |
